High-throughput results from PubChem.
IL1B secr inh – qHTS for Inhibitors of Inflammasome Signaling: IL-1-beta AlphaLISA Primary Screen; THP-1 LPS/ATP IL-1B secretion, AlphaLISA, 16 h; active compounds read low; activity change, % at 57.5 µM; 360,000 compounds, 4.7% hits; in the data active means activity change below about -50%; inconclusive means mostly about -30% to -49%; further: on the % scale 0 is the no-effect control and ±100 the full control effect
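Secreted IL-1B measured by AlphaLISA bead assay after 16 h compound exposure of THP-1 cells; compounds (final up to 57.5 uM) added 1 h before LPS (250 ng/mL) and ATP (1.25 mM) stimulation; lower signal means less secretion.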
ATXN viability – Viability Counterscreen for Primary qHTS for Inhibitors of ATXN expression; S2 cells (HEK-293 line with an ATXN2-luciferase reporter) viability, CellTiter-Fluor protease fluorescence, 24 h; 400,000 compounds, 0.49% hits; Potency, µM (highest dose often 56.7 µM), hits mostly cytotoxic; further: potency means the concentration at half of the fitted maximal effect; nearly all actives have a fitted effect of over 40% in size
KB-3-1 tox – qHTS assay for MDR1-selective chemotherapeutics: Primary screen using the parental adenocarcinoma cell KB-3-1; 400,000 compounds, 1.4% hits; Potency, µM (series often up to 46.1 µM), for inactives: top-dose activity change, negative = cytotoxic, actives largely listed as cytotoxic; KB-3-1 viability, CellTiter-Glo ATP luminescence, 72 h; further: potency means the concentration at half of the fitted maximal effect; on the % scale 0 is the no-effect control and ±100 the full control effect; nearly all actives have a fitted effect of over 60% in size
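Luminescent ATP read-out (CellTiter-Glo) measures survival of drug-naive KB-3-1 cells after 72 h compound exposure at 37 °C. Titration series was screened from lowest to highest concentration, with DMSO vehicle plates as background controls.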
HT1080NT lethal – qHTS for induction of synthetic lethality in tumor cells producing 2HG: qHTS for the HT-1080-NT fibrosarcoma cell line; HT-1080-NT fibrosarcoma viability, CellTiter-Glo ATP luminescence, 48 h; 360,000 compounds, 1.6% hits; Potency, µM (titrated, usually from 46.1 µM), without a hit: at the top dose activity, negative = less viability, actives largely listed as cytotoxic;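 further: NT is the 2HG producing partner of a matched IDH1 knockdown line; potency means the concentration at half of the fitted maximal effect; 0% = DMSO-treated cells and -100% = media-only wells without cells; nearly all actives have a fitted effect of over 55% in size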
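Viability by CellTiter-Glo luminescence after 48 h compound exposure at 37C of HT-1080-NT cells (750/well, RPMI, 5% FBS). % activity scaled between DMSO wells and medium-only wells, then curve-fitted and categorized by curve class.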
KB-V1 cytotox – qHTS assay for MDR1-selective chemotherapeutics: Primary screen using the drug-selected MDR subline cells KB-V1; KB-V1 MDR cells viability, CellTiter-Glo, 72 h; Potency, µM (top dose mostly 46.1 µM), for inactives: at the top dose activity change, negative = cytotoxicity, hits mostly cytotoxic; 400,000 compounds, 3.4% hits; AID 1347076, 2019; further: potency means the concentration at half of the fitted maximal effect; on the % scale 0 is the no-effect control and ±100 the full control effect; nearly all actives have a fitted effect of over 60% in size
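KB-V1, DMEM (no phenol red) + 10% FBS; cpd pin-transferred, titration series; 72 h, 37 degrees C; CellTiter-Glo, luminescence. Data normalized, curve-fit.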
ATXN2 expr inh – Primary qHTS for Inhibitors of ATXN expression; 360,000 compounds, 0.72% hits; HEK-293 ATXN2-luciferase reporter, luminescence, 24 h; Potency, µM (top dose mostly 57 µM), for the others: at the highest dose activity change, negative = inhibition, most hits filed as inhibitors; further: potency means the concentration at half of the fitted maximal effect; on the % scale 0 is the no-effect control and ±100 the full control effect; nearly all actives have a fitted effect of over 55% in size
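ATXN2-luciferase reporter cells (luciferase flanked by upstream and downstream ATXN2 gene portions) were treated 24 h at 37 °C with compounds at up to 57 uM. SteadyGlo luminescence gave expression; GF-AFC fluorescence gave viability.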
HT1080 IDH1KD tx – qHTS for induction of synthetic lethality in tumor cells producing 2HG: qHTS for the HT-1080-IDH1KD cell line | HT-1080 IDH1 knockdown viability, ATP luminescence, 48 h | Potency, µM (series often up to 46.1 µM), without a hit: at the highest dose activity, negative = toxicity, hits mostly cytotoxic | 360,000 compounds, 2% hits | AID 686971, 2013;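 further: potency means the concentration at half of the fitted maximal effect; 0% = DMSO wells and -100% = cell-free medium wells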
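HT-1080-IDH1KD cells (IDH1 knocked down), 750/well in RPMI with 5% FBS, treated with compound 48 h at 37 degrees C. Viability by CellTiter-Glo luminescence, normalised to DMSO and no-cell wells; concentration-response curves classed.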
MCF10A rerep – A quantitative high throughput screen for small molecules that induce DNA re-replication in MCF 10a normal breast cells. Potency, µM (series often up to 46.1 µM), for inactives: at the highest dose activity, positive = re-replication, hits mostly activators. 350,000 compounds, 2.9% hits. MCF 10A DNA re-replication, Hoechst nuclear intensity, 48 h; further: potency means the concentration at half of the fitted maximal effect; % of control where 0% means no effect; nearly all actives have a fitted effect of over 50% in size
SW480 rereplic – A quantitative high throughput screen for small molecules that induce DNA re-replication in SW480 colon adenocarcinoma cells; 340,000 compounds, 1.8% hits; SW480 DNA re-replication, Hoechst DNA content imaging, 48 h; Potency, µM (series often up to 46.1 µM), for the others: top-dose re-replication activation, usual class: activators; AID 624297, 2012; further: potency means the concentration at half of the fitted maximal effect; % of control where 0% means no effect; nearly all actives have a fitted effect of over 55% in size
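DNA re-replication was detected as more nuclei of elevated Hoechst intensity after 48 hr exposure to compound (23 nL pinned per well of 250 cells).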
* marks the source's active call; other numbers are inactive results; i = inactive; ? = inconclusive; nt = not tested or not shown; [ ] = remark or other dose. Unless noted, the call rests on the fitted dose curve; in most records, active means well fitted curve in the direction sought with a large enough effect; inconclusive means small, poorly fitted or top-dose-only effect, or another doubt; inactive means no such curve, though single readings can be large; an effect the other way counts as inactive or inconclusive.

SMILES	IL1B secr inh	ATXN viability	KB-3-1 tox	HT1080NT lethal	KB-V1 cytotox	ATXN2 expr inh	HT1080 IDH1KD tx	MCF10A rerep	SW480 rereplic
CCCCN1C(=O)C(CC(=O)NCCCN(C)C)CC(C(=O)N(CC)CC)=C1C (stereo not given)	1	i	10%	2%	23%	11%	18%	nt	nt
CC(C)CNC(=O)c1cccc2c(-c3cccc(C(N)=O)c3)coc12	-19	?	0%	-3%	-1%	?	-26%	nt	nt
CNC(=S)N1CCN(c2ccccc2OC)CC1	-10	i	-1%	2%	-25%	-2%	11%	-1%	-2%
OC(CN1C2=NCCCN2c2ccccc21)c1ccc2c(c1)OCO2 (stereo not given)	-8	nt	-1%	-6%	8%	-2%	0%	5%	-2%
COc1cc(OC)cc(C(=O)N[C@H](C(=O)OCC(=O)NC(=O)c2cccn2C)C(C)C)c1	17	i	-7%	1%	3%	-16%	2%	?	-3%
COc1ccc(-c2c(-c3cc(OC)cc(OC)c3)n(C)c3ccc(Br)cc23)cc1	-1	?	-2%	2%	8%	-6%	8%	?	-1%
Cc1nc([N+](=O)[O-])cn1CC(O)c1ccccc1 (stereo not given)	12	i	23%	1%	2%	0%	11%	-1%	-8%
COc1ccc(Cl)cc1NC(=O)Nc1c[nH]c(=O)[nH]c1=O	nt	i	11%	nt	13%	5%	nt	nt	nt
Nc1nc(NC2CCCC2)cc(=O)[nH]1	-19	i	0%	0%	16%	-11%	-1%	8%	-10%
CSC1=NCCN1C(=O)c1cccs1	-15	i	-2%	?	12%	19%	10%	3%	-9%
COc1ccc(Cl)cc1NC(=O)CN(C)CC(=O)Nc1ccc(S(N)(=O)=O)cc1	-18	?	-15%	-10%	30%	-34%	-9%	-10%	-2%
CCSc1nc2c(c(=O)[nH]c(=O)n2C)n1CC(O)COc1ccc(Cl)cc1 (stereo not given)	nt	i	-17%	nt	-5%	-24%	nt	nt	nt
C=CCNC(=O)COc1ccc(Br)cc1Cl	-1	i	?	6%	?	37%[activator]	15%	-2%	-5%
O=C(COC(=O)c1ccc[nH]c1=O)Nc1ccc(N2CCCCC2)cc1	2	nt	2%	4%	-7%	nt	0%	0%	-3%
CC(C)NC(=O)Cn1nc(N2CCN(c3ccccc3)CC2)ccc1=O	nt	i	0%	nt	-15%	17%	nt	nt	nt
Cc1c2cnn(CC(=O)NCCCN3CC(C)CC(C)C3)c(=O)c2c(C)n1Cc1ccccc1Cl (stereo not given)	-58*	i	-13%	?	0%	-8%	?	2%	20%
COc1cc(NC(=O)c2ccc(Br)o2)c(C(=O)O)cc1OC	5	i	7%	-4%	0%	-6%	-7%	1%	0%
CCn1cc(/C=C(/C#N)S(=O)(=O)c2ccccc2)cn1	-13	i	-2%	-2%	1%	6%	-5%	?	-6%
O=C(CS(=O)(=O)c1cn(Cc2cccc(F)c2)c2ccccc12)N1CCOCC1	-4	i	-11%	-2%	23µM*	6%	-11%	0%	-8%
COc1ccc(C2CC(c3ccccc3Br)=NN2c2ccc(S(N)(=O)=O)cc2)cc1 (stereo not given)	-24	i	0%	?	-1%	?	?	?	3.7µM*
COC(=O)c1ccc2nc(-c3ccc(OC)c(OC)c3)c(Cc3ccccc3)n2c1	-10	i	-2%	?	-3%	-6%	?	nt	nt
Cc1ccc(OCC(=O)Nc2cc(S(=O)(=O)N3CCOCC3)ccc2N2CCCC2)cc1	-26	i	12%	6%	7%	-11%	4%	-2%	?
Cc1ccc2scc(N3CCCCC3C)c(=O)c2c1 (stereo not given)	nt	?	14%	nt	26%	81%[activator]	nt	nt	nt
Cc1cc(NC(=O)n2ncc3c(C)cccc32)ccc1Br	nt	i	4%	nt	6%	52%[activator]	nt	nt	nt
COc1ccc(CCN2CC(C(=O)NCCCc3ccncc3)CCC2=O)cc1 (stereo not given)	-21	i	6%	-6%	16%	nt	-1%	nt	nt
CCOC(=O)c1ccc(NC(=S)NCCc2ccccc2)cc1	67	i	-6%	?	0%	-2%	-29%	?	12%
O=S(=O)(Nc1nc2ccccc2nc1N1CCc2ccccc2C1)c1ccc(Br)cc1	13	i	?	-20%	-8%	17%	?	15µM*	0%
Cc1ccc2c(CC(=O)N(CC3CCCO3)c3c(N)n(Cc4ccccc4)c(=O)[nH]c3=O)coc2c1 (stereo not given)	-9	i	2%	7%	2%	3%	4%	7%	-2%
CCOC(=O)c1cc(NC(=O)c2ccc(C)cc2)c(=O)oc1-c1ccccc1	?	i	1%	13%	16%	-16%	0%	8%	-3%
O=C(NCCc1ccccc1)c1ccc2nc(N3CCCCC3)sc2c1	nt	i	3%	nt	-1%	27%	nt	nt	nt

Printed as active in SW480 rereplic, among the entries above:
SMILES	IL1B secr inh	SW480 rereplic
COc1ccc(C2CC(c3ccccc3Br)=NN2c2ccc(S(N)(=O)=O)cc2)cc1 (stereo not given)	-24	3.7µM*

Continued:
SMILES	IL1B secr inh	ATXN viability	KB-3-1 tox	HT1080NT lethal	KB-V1 cytotox	ATXN2 expr inh	HT1080 IDH1KD tx	MCF10A rerep	SW480 rereplic
CN(Cc1ccccc1)C(=O)c1cccc(NC(=O)Cc2ccc(NC(=O)C3CCCN(C(=O)c4ccccc4)C3)cc2)c1 (stereo not given)	45	?	12%	-1%	0%	8%	-1%	-22%	-3%
COc1ccc(-n2ncc3c(NCC(C)C)ncnc32)cc1	-25	i	11%	-6%	?	51%[activator]	-5%	9%	0%
CC(NC(=O)C1C2C=CC(C2)C1C(=O)O)c1ccccc1 (stereo not given)	22	i	0%	10%	4%	-1%	17%	-3%	5%
Cc1ccc(C)c(C2NC(=O)c3ccccc3N2)c1 (stereo not given)	10	i	?	?	-1%	nt	2.3µM*	2.3µM*	7.3µM*
CCn1c(=O)cc(OCC(=O)N2CCCC2)c2ccccc21	2	i	-16%	-10%	-23%	18%	-7%	2%	-15%
COCCNC(=S)Nc1ccc(N2CCOCC2)c(S(=O)(=O)Nc2ccccc2OC)c1	32	?	-1%	-8%	-3%	-16%	1%	0%	-3%
Cc1csc(NC(=O)c2cc3c(s2)CCCC3)n1	-19	i	-18%	-22%	0%	nt	-26%	-8%	10%
Cc1nc(C(=O)NNC(=O)Nc2ccccc2)cs1	-2	i	5%	16%	24%	18%	15%	0%	-4%
CCc1ccccc1NC(=O)c1cc(S(=O)(=O)N2CCc3ccccc32)cn1C	16	i	-15%	0%	9%	-28%	-4%	28%	-4%
COCCn1cnnc1SCC(=O)Nc1cc(OC)c([N+](=O)[O-])cc1C	6	?	-3%	16%	19%	9%[11.3 µM]	-2%	0%	1%
Cc1oc(-c2ccc(F)cc2F)nc1CN1CCN(C(=O)c2ccco2)CC1	4	i	-8%	-1%	-18%	nt	-5%	nt	nt
CCOC(=O)N(C)c1c(CC)nc2c(OCc3ccc(C(F)(F)F)cc3)cccn12	-9	i	-20%	?	?	?	?	nt	nt
COc1cc2c(cc1OC)C(C(=O)N1CCN(c3ccccc3)CC1)C(c1cccs1)N(C)C2=O (stereo not given)	-2	i	-20%	-1%	-7%	4%	-2%	0%	1%
CCOC(=O)/C=C/C(=O)Nc1ccc(S(=O)(=O)N2CCc3ccccc32)cc1	?	i	-7%	-8%	?	?	-10%	?	17%
CCc1ccc(NC(=O)Cn2c(=O)n(CCCC(=O)NCc3ccco3)c(=O)c3ccccc32)cc1	16	?	-1%	-11%	1%	?	-26%[9.24 µM]	3%	-8%
COc1ccc(NC(=O)CSc2ncc(-c3ccc(F)cc3)n2Cc2ccco2)cc1	-62*	i	0%	?	0%	-17%	?	?	3%[9.22 µM]
C[C@@H]1CN([C@H](C)CO)C(=O)CCCn2cc(nn2)CO[C@H]1CN(C)C(=O)c1ccncc1	-5	i	0%	11%	5%	-3%	4%	nt	nt
CCn1c(CN2CCCCC2)nc2cc(NC(=O)COc3ccc([N+](=O)[O-])cc3)ccc21	nt	i	-6%	nt	?	-14%	nt	nt	nt
CCN(CC)CCNC(=O)c1ccccn1	7	i	-3%	1%	-2%	-3%	-2%	-1%	-2%
COc1ccc(S(=O)(=O)N2CCOC2CNC(=O)C(=O)NCc2ccc(F)cc2)cc1 (stereo not given)	-13	i	nt	7%	nt	-5%	8%	-4%	-3%
COc1ccc(OC)c(CN2CCN(Cc3cc(OC)c(OC)c(OC)c3)CC2)c1	5	i	12%	8%	-4%	0%	8%	0%	-28%
COCCC(=O)N1CCC(Oc2ccc(C(=O)N(C)C3CCCCC3)cc2)CC1	37	i	-1%	6%	-24%	nt	5%	21%	-5%
CCN(c1ccccc1)S(=O)(=O)c1ccc(C(=O)N2CCN(c3ccccc3)CC2)cc1	0	i	2%	-2%	0%	-3%	-14%	16%	9%
CNC(=S)N/N=C(\C)c1ccc(N2CCOCC2)cc1	-2	i	?	-2%	-14%	-25%	-2%	?	0%
CC1(C)CC(=O)C=C(/C=C/c2ccccc2)C1	-23	i	1%	0%	8%	8%	22%	2%	-5%
COc1ccc(C2CC(c3ccc4ccccc4c3)=NN2C(=O)CSc2ncccn2)cc1 (stereo not given)	-22	i	-2%	-5%	?	25%	9%	17%	4%
Cc1noc(NS(=O)(=O)c2ccc(NC(=O)CC(C)C)cc2)c1C	-14	i	1%	13%	0%	-9%	18%	3%	2%
Cc1cc(/C=N/n2cnnc2)c(O)c([N+](=O)[O-])c1	-4	i	9%	-8%	2%	-9%	-1%	?	3%
